STK33 inh – inhibitors of purified STK33 kinase, primary screen, biochemical, ADP-Glo luminescence, homogeneous, cell-free; Serine/threonine-protein kinase 33 (Homo sapiens), Q9BYT3; MBP phosphorylation; inhibition, % at 10 µM; 0.073% of 320,000 active;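 active means inhibition at or above 25%, using the most active replicate where run in duplicate; inactive means inhibition below 25%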
Target sequence (Q9BYT3 whole entry, looked up): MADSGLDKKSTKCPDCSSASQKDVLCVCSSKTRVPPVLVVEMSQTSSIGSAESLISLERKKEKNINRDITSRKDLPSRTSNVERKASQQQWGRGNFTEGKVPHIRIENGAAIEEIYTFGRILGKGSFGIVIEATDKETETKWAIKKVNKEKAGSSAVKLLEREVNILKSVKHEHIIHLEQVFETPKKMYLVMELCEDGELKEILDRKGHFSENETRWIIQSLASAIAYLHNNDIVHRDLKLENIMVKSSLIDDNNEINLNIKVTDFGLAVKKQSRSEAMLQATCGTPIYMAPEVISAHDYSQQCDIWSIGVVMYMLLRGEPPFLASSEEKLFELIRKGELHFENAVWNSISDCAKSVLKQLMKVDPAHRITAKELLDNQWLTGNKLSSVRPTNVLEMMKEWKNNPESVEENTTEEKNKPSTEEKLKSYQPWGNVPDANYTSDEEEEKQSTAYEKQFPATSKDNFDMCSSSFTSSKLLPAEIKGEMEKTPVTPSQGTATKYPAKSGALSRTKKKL
Active calls of the source: *. This is a subset; the hit share may differ from the screen's.

Structure | STK33 inh
CC(OC(=O)C1CCCCC1)C(=O)Nc1ccc(S(N)(=O)=O)cc1 (configuration not stated) | 0.9
N#Cc1ccccc1OCC(=O)NNC(=O)CCC1CCCC1 | -0.7
O=C(Cc1cccc(NC(=O)C2CCN(C(=O)C3CCC3)CC2)c1)Nc1cccc(C(=O)N2CCCC2)c1 | -0.2
CCN(CC(=O)Nc1ccc2c(c1)OCCO2)C(=O)CCOc1ccccc1 | -0.3
O=C(NCc1ccco1)C1(c2ccc(Cl)cc2)CCCC1 | 0.8
CC(=O)Nc1ccc(C(=O)COC(=O)CN2C(=O)NC3(CCCCC3C)C2=O)cc1 (configuration not stated) | -0.6
COc1ccc(C2=CN3CCCCC3CC2=O)cc1OC (configuration not stated) | 0.2
CC(=O)c1c(C)[nH]c(C(=O)CN2CCN(S(=O)(=O)c3ccccc3F)CC2)c1C | -3.9
CC(C)(C)N(Cc1ccccc1)C(=O)COC(=O)C1CCN(c2ccc(C(F)(F)F)cn2)CC1 | -0.4
O=C(COC(=O)CCc1nc2ccccc2c(=O)[nH]1)Nc1ccc(OC(F)(F)F)cc1 | -0.4
Cc1ccc(S(=O)(=O)NCCC(=O)NC2CCCCC2C)cc1 (configuration not stated) | -0.5
CCN(CC(=O)Nc1c(F)cccc1F)C(=O)CCCc1cccs1 | -0.2
COc1cccc(CN(C)C(=O)CN2C(=O)NC(c3ccccc3)(c3ccccc3)C2=O)c1OC | -1.1
COc1ccc(CNC(=O)CN(C(=O)CCC(=O)Nc2ccccn2)c2ccccc2OC)cc1 | -17
Cn1nc(-c2ccc(N3CCOCC3)c(NS(=O)(=O)c3ccc(Cl)cc3)c2)c2ccccc2c1=O | -0.6
Cc1ccc(NC(=O)C(C)OC(=O)CSc2ccccc2)cc1 (configuration not stated) | -0.2
CCN(CC)c1ccc(NC(=O)CSc2nnc(N)s2)cc1C | 0.9
Cc1cc(CNC(=O)COC(=O)C2CC3CCCC(C2)C3=O)cc(C)c1O (configuration not stated) | 0.1
CCN(CC(=O)Nc1ccc2c(c1)OCCO2)C(=O)CN1C(=O)NC(C)(c2ccc(C)cc2)C1=O (configuration not stated) | -0.4
O=C(Nc1ccc(Cl)c(S(=O)(=O)N2CCOCC2)c1)c1cc2ccccc2oc1=O | -1.6
Cc1ccc(-c2nnc(SCC(=O)NCCN3C(=O)CSC3=O)n2C)cc1 | -1.0
Nc1cc(Nc2ccccc2)ccn1 | 0.7
Cc1cnc(C(=O)OCC(=O)NCc2ccc(Cl)cc2)cn1 | -0.1
O=c1oc2ccc(C#CC3(O)CCCCC3)cc2cc1-n1cc(-c2ccccn2)nn1 | -1.3
COC1=CC(=O)[C@@]2([C@@H]1O)[C@@H](Cl)C[C@]13C(OC)=C(OC)C(=O)C[C@]21CCN3C | -0.8
NC(=O)c1ccc(NC(=O)COC(=O)c2n[nH]c3ccccc23)cc1 | 1.8
Cc1ccc2nc(N3C(=O)C(O)=C(C(=O)c4ccc(C)o4)C3c3ccco3)sc2c1 (configuration not stated) | -0.3
COC(=O)C(C(=O)N1CCN(C)CC1)C1CCCCCC1 (configuration not stated) | -0.7
O=C(C[C@H]1C/C=C\C[C@@H](Cc2ccc(F)cc2)C(=O)OC[C@H]2CCCN2C1=O)N[C@@H](CO)Cc1ccccc1 | -0.3
COc1ccc2c(COC(=O)CNS(=O)(=O)c3ccc(C)c(C)c3)cc(=O)oc2c1 | -0.4
O=C(Cn1cc(C(F)(F)F)ccc1=O)NC1CCCC1 | -1.4
O=C(COC(=O)CC1CCS(=O)(=O)C1)Nc1ccc(F)cc1 (configuration not stated) | -1.5
O=C(CSc1nnc(C2CC2)n1Cc1ccccc1)N1CCNC1=O | -1.2
COc1ccc(C(=O)Nc2ccc3c(c2)OCCO3)cc1S(=O)(=O)N1CCOCC1 | 1.2
CSCCC(NC(=O)COc1ccccc1)C(=O)N(C)Cc1ccc(Cl)cc1Cl (configuration not stated) | -1.7
Cc1ccc(S(=O)(=O)N2CCC(C(=O)N3CCN(Cc4ccccc4)CC3)CC2)cc1 | -0.1
COc1ccc(NS(=O)(=O)c2cccc(C(=O)NN=C(C)c3ccco3)c2)cc1 | 0.3
CC(OC(=O)C(C)Oc1ccccc1)C(=O)Nc1ccc(S(=O)(=O)N2CCCCC2)cc1 (configuration not stated) | -1.5
CN(CC(=O)Nc1ccc(Cl)c(C(F)(F)F)c1)C(=O)CCCNC(=O)c1ccc(Cl)cc1 | 2.6
CC(Sc1nc(N)cc(N)n1)C(=O)NCCC1=CCCCC1 (configuration not stated) | -0.6

Six records drawn at random from those above, as already listed:
Structure | STK33 inh
Cc1ccc(S(=O)(=O)N2CCC(C(=O)N3CCN(Cc4ccccc4)CC3)CC2)cc1 | -0.1
CC(OC(=O)C(C)Oc1ccccc1)C(=O)Nc1ccc(S(=O)(=O)N2CCCCC2)cc1 (configuration not stated) | -1.5
COc1ccc(NS(=O)(=O)c2cccc(C(=O)NN=C(C)c3ccco3)c2)cc1 | 0.3
CSCCC(NC(=O)COc1ccccc1)C(=O)N(C)Cc1ccc(Cl)cc1Cl (configuration not stated) | -1.7
O=C(CSc1nnc(C2CC2)n1Cc1ccccc1)N1CCNC1=O | -1.2
O=C(COC(=O)CC1CCS(=O)(=O)C1)Nc1ccc(F)cc1 (configuration not stated) | -1.5

Remaining list, next part:
Structure | STK33 inh
Cc1cccc(C(=O)OCC(=O)N2CCc3ccccc3C2)c1O | -1.0
O=[N+]([O-])c1cc(Cl)c(Cl)c(Cl)c1Cl | -0.5
CS(=O)(=O)c1ccc(-c2sc3ccccc3c2C(=O)N2CCN(c3ccc(F)cc3)CC2)cc1 | -0.9
O=C(NCc1cc(C(F)(F)F)ccc1Cl)c1cccc2c1C(=O)c1ccc(Cl)cc1S2(=O)=O | -1.0
O=C(CC1CCCC1)NNC(=O)c1ccc(Br)cc1 | -0.5
NS(=O)(=O)c1ccc(CNC(=S)NC(=O)c2ccco2)cc1 | -0.1
O=C(COC(=O)Cc1ccccc1F)NCCc1ccccc1 | 0.2
Cc1ccccc1/C=C/C1=NCCN1 | 0.1
CCc1ccccc1OCC(=O)OCC(=O)Nc1cc(C)on1 | -0.6
CS(=O)(=O)c1cccc(-c2csc(N3CCC(C(N)=O)CC3)n2)c1 | -1.6

A stretch from further up, for reference:
Structure | STK33 inh
Cc1cccc(C(=O)OCC(=O)N2CCc3ccccc3C2)c1O | -1.0
O=[N+]([O-])c1cc(Cl)c(Cl)c(Cl)c1Cl | -0.5
CS(=O)(=O)c1ccc(-c2sc3ccccc3c2C(=O)N2CCN(c3ccc(F)cc3)CC2)cc1 | -0.9
O=C(NCc1cc(C(F)(F)F)ccc1Cl)c1cccc2c1C(=O)c1ccc(Cl)cc1S2(=O)=O | -1.0

Next results:
Structure | STK33 inh
O=C(c1ccc(Cl)s1)N1CCN(S(=O)(=O)c2ccc(Cl)cc2)CC1 | 1.7
CC(C(=O)Nc1ccccc1)N1CCN(C(=O)c2ccco2)CC1 (configuration not stated) | 0.2
O=C(COC(=O)c1ccccc1)Nc1cc(S(=O)(=O)N2CCCCCC2)ccc1Cl | -0.4
C[C@H](CO)N1C[C@H](C)[C@@H](CN(C)S(C)(=O)=O)Oc2ccc(NC(=O)C3CC3)cc2C1=O | -3.3
CC1(C)CCC[C@]2(C)[C@H]3Cc4cc(O)ccc4O[C@]3(C)CC[C@@H]12 | -1.8
COCCn1c(SCC(=O)c2c(N)n(C3CC3)c(=O)[nH]c2=O)nc2ccccc21 | -1.0
Cc1ccc(C(=O)NCC(=O)OCN2C(=O)c3ccccc3C2=O)cc1C | -0.4
CC(=O)N1CCN(C(=O)c2cccc(S(=O)(=O)N3c4ccccc4CC3C)c2)CC1 (configuration not stated) | -1.4
COc1ccccc1CNC(=O)c1cc(-c2ccccc2C)nn1CC1CC(c2cccnc2)=NO1 (configuration not stated) | -1.8
CC(C)NS(=O)(=O)c1ccc(NC(=O)C(C)OC(=O)CCC2CCCC2)cc1 (configuration not stated) | -1.8
O=C(CCc1nc(-c2ccccc2)no1)Nc1cccc(C(=O)NC2CC2)c1 | 0.1
Cc1ccc(/C=C/S(=O)(=O)NCC(=O)OCC(=O)Nc2ccc(C(=O)N(C)C)cc2)cc1 | -1.7
CC(OC(=O)c1ccccc1C(=O)N(C)C1CCCCC1)C(=O)NC1(C#N)CCCCC1 (configuration not stated) | 0.7
Cc1cc(C)c(CN2CCN(C(=O)Cn3ccc(N)nc3=O)CC2)c(C)c1 | -0.3
O=S(=O)(Nc1ccc2cn[nH]c2c1)c1cc(Br)ccc1Br | 0.4
COCCN(CC(=O)Nc1cccc(C)c1C)C(=O)Cn1c(=O)cnc2ccccc21 | -0.4
COc1ccc(NC(=O)c2nc3nccc(C)n3n2)cc1S(=O)(=O)N1CCOCC1 | -0.6
CCNC(=O)NC(=O)CSc1ccc(S(=O)(=O)N2CCOCC2)cn1 | 0.3
CCCc1nc2ccccc2c(C(=O)OCc2nnc(-c3cc(OC)c(OC)c(OC)c3)o2)c1CC | -0.7
COc1cc(F)cc(C2=CC(=O)C[C@H](c3ccc(F)cc3)C2)c1 | -0.1
C[C@@]12C(=O)N(c3cccc(F)c3)C(=O)N1[C@@H]1c3ccccc3OC[C@@H]1[C@H]2c1ccccc1 | -1.2
C=CCn1c(SCC(=O)c2c(N)n(C3CC3)c(=O)[nH]c2=O)nnc1-c1ccoc1C | -0.5
CN(c1ccccc1)S(=O)(=O)c1cccc(NC(=O)C2=NN(c3ccccc3)C(=O)CC2)c1 | -0.4
CC1Sc2ccc(C(=O)NCc3ccccn3)cc2NC1=O (configuration not stated) | 0.5
CC1CCC(CN2C(Nc3ccccc3)=NC[C@@H]2Cc2ccccc2)CC1 (some centres not stated) | 0.2
COc1cc(NC(=O)c2ccco2)c(OC)cc1NC(=O)CCC(=O)Nc1cc(C)ccc1C | 0.6
CCCn1nc(C(=O)NNC(=O)c2ccc(OC(F)F)cc2)c2ccccc2c1=O | -0.9
C=CCOc1ccc(/C=C/C(=O)OCC(=O)N2CCN(C(C)=O)CC2)cc1 | 1.2
Cc1onc(-c2ccccc2Cl)c1C(=O)OCC(=O)N1CCC(C)CC1 | -1.0
CC1(NC(=O)Cn2cc(C(F)(F)F)ccc2=O)CCS(=O)(=O)C1 (configuration not stated) | 0.8
CCOC(=O)CC(=O)Nc1ncnc2c1C(c1ccccc1)c1c(ccc3ccccc13)O2 (configuration not stated) | 1.7
O=C(Nc1ccc(Oc2ccc(Br)cc2)cc1)C1=CC=CN2CCS(=O)(=O)N=C12 | 1.9
Cc1ccc(S(=O)(=O)NCCN2CCN(S(=O)(=O)c3ccccc3Cl)CC2)cc1 | -1.5
C[C@H]1CN=C(N(C)C)N1CCC1CCCCC1 | -1.3
COc1ccccc1C(=O)OCc1cc(=O)n2ccsc2n1 | -1.2
N#C/C(=C\c1ccc(OC(=O)c2ccc(Br)s2)cc1)c1nc2ccccc2[nH]1 | -0.6
O=C(Nc1ccc(Cl)cc1)C1(S(=O)(=O)c2ccccc2)CC1 | -1.3
CC/C(=N\NC(=O)CNC(=O)/C=C/c1ccco1)c1ccccc1 | 1.4
CCC1CCCCN1C(=O)CSc1n[nH]c(N)n1 (configuration not stated) | 1.6
CC(=O)C[C@H](O)CC(=O)[C@H]1OC(=O)[C@H](C)CCCCc2ccccc21 | -0.8
Cc1ccc(S(=O)(=O)N2CCOCC2)cc1C(=O)Nc1ccc2c(c1)OCCO2 | 0.6
CN(C)C1=NC[C@H](Cc2ccccc2)N1CCCC1CCCC1 | -2.1
COc1cc(S(=O)(=O)N2CCn3cccc3C2C)ccc1NC(C)=O (configuration not stated) | 0.1
Cc1ccc(F)cc1NS(=O)(=O)c1ccc(Cl)s1 | -0.8
CC(=O)NC12CC3CC(C1)CC(C(=O)OCC(=O)Nc1c(F)cccc1F)(C3)C2 | -0.2
C=CCOC(Cn1ccnc1)c1ccc(Cl)cc1Cl (configuration not stated) | -0.3
O=C(CNS(=O)(=O)c1c(F)cccc1F)NC1CCCc2ccccc21 (configuration not stated) | -0.9
COc1ccc(S(=O)(=O)N2CCOCC2)cc1C(=O)N(C)Cc1ccco1 | 0.8
COc1ccc(S(N)(=O)=O)cc1C(=O)OCCCC(=O)c1ccccc1 | -0.7
COCc1cc(=O)c2ccccc2o1 | 0.3

Remaining list, next part.
Structure | STK33 inh
Cc1ccsc1CN(C)CC(=O)NCC(=O)Nc1ccc(F)cc1 | -0.1
Clc1cccc(OCCn2cncn2)c1Cl | 0.6
CC(OC(=O)c1ccco1)C(=O)Nc1nc(-c2ccccc2)cs1 (configuration not stated) | -1.2
Cc1ccc(C)c(OCC(=O)N(C)CC(=O)Nc2ccc(Cl)c(C(F)(F)F)c2)c1 | 0.4
Cc1nc2ccc(NS(=O)(=O)c3cccc([N+](=O)[O-])c3)cc2s1 | -0.8
O=C(OCCN1C(=O)c2ccccc2C1=O)[C@@H]1CC(O)CN1S(=O)(=O)c1ccccc1[N+](=O)[O-] (some centres not stated) | -1.9
COc1ccc(CNC(=O)C(C)N2CCN(S(=O)(=O)c3ccccc3F)CC2)cc1 (configuration not stated) | -0.5
O=C(CNC(=O)c1ccc(Br)o1)NNC(=O)c1n[nH]c(=O)c2ccccc12 | 0.8
O=C1N(c2ccccc2C(F)(F)F)O[C@@]1(c1ccccc1)C1CCCC1 | 0.1
COc1cc(C(=O)NC(C)C2CC3CCC2C3)ccc1OC(F)F (configuration not stated) | -1.8

An excerpt from above in order of length of the SMILES, ascending:
Structure | STK33 inh
O=C1N(c2ccccc2C(F)(F)F)O[C@@]1(c1ccccc1)C1CCCC1 | 0.1
O=C(CNC(=O)c1ccc(Br)o1)NNC(=O)c1n[nH]c(=O)c2ccccc12 | 0.8
Cc1ccc(C)c(OCC(=O)N(C)CC(=O)Nc2ccc(Cl)c(C(F)(F)F)c2)c1 | 0.4

The results go on:
Structure | STK33 inh
C[C@@H]1NC(=O)c2cc([N+](=O)[O-])cc(I)c2OCC[C@@H](C(=O)NC(CC(=O)O)C(N)=O)NC(=O)[C@H](CC(N)=O)NC1=O (some centres not stated) | -0.2
C[C@H](CO)N1C[C@H](C)[C@@H](CN(C)C(=O)Nc2ccc(C(F)(F)F)cc2)Oc2c(cccc2N(C)C)C1=O | -0.2
CC(=O)NC(c1cc(Cl)c2ccccc2c1O)C(C)C (configuration not stated) | -0.7
O=C(COC(=O)/C=C/c1ccc(F)cc1)NC1CC1 | 0.2
